# Screens as filed in PubChem BioAssay.
# S1P4 agonist – agonists of human S1P4 receptor | O95977 | S1P4-expressing cell line, agonist reporter assay | activation, % at 4.98 µM | 220,000 tested, 0.35% active | AID 1509; in the data active = activation above about 11%;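 also: 0% = DMSO vehicle and 100% = reference agonist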
# Ba/F3 V617F tox – loss of viability in JAK2V617F-driven Ba/F3 cells; Ba/F3 EpoR-JAK2V617F viability, ATP luminescence; inhibition, % at 5.6 µM; 220,000 tested, 1.1% active; AID 1446;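 active = inhibition above the campaign mean plus 3 SD over all tested compounds, cut at about 24% in these data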;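 also: cytokine-independent growth of Ba/F3 cells driven by EpoR plus mutant JAK2; 0% = DMSO-treated cells and 100% = JAK inhibitor I control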
# S1P4 antag – antagonists of human S1P4 receptor; inhibition, % at 4.98 µM; AID 1510; S1P4-expressing cells, antagonist mode, reporter read-out; 220,000 tested, 0.26% active; O95977; in the data active = inhibition above about 29%;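 also: 0% = wells stimulated with agonist and 100% = vehicle wells without agonist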
# NPY-Y1 antag – NPY-Y1 (human) receptor antagonism; P25929; HEK293-CNG Y1 cells, membrane potential fluorescence; NPY at EC95, then isoproterenol; inhibition, % at 3.6 µM; 200,000 tested, 1% active;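 active = inhibition above the campaign mean inhibition of all tested compounds plus 3 SD, cut at about 20% in these data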;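 also: 0% = DMSO wells given NPY plus isoproterenol and 100% = isoproterenol alone without NPY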
#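 Test system: HEK293 cells co-expressing NPY Y1 receptor and cyclic-nucleotide gated channel; Also added: NPY (25 nM), isoproterenol (1 µM), Ro 20-1724 (25 µM); Compound dosing: one concentration, 3.6 µM, in 0.4% DMSO; Timing: dye 3 h, compound 60 min room temperature, stimulation 45 min; Technique: Membrane-potential fluorescent dye readout.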
# CHOP inh – inhibitors of CHOP induction in ER stress response; CHO-K1 CHOP-promoter luciferase, tunicamycin-induced, 15-18 h; 220,000 tested, 3.8% active; inhibition, % at 10 µM;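 active = compounds that reduced the stress-induced luciferase reporter signal by more than about 70% of percent inhibition, limit read from the data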;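 also: 0% = tunicamycin plus vehicle and 100% = wells without tunicamycin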
# NPY-Y1 PAM-ag – potentiates or activates human NPY-Y1 receptor; P25929; NPY-Y1 expressing cells, potentiator/agonist activation; activation, % at 3.6 µM; 220,000 tested, 0.37% active; AID 1304; in the data active = activation above about 33%, passing the limit was not always enough;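 also: cells stimulated with NPY at EC10 then isoproterenol at EC100; 0% = low agonist plus stimulus and 100% = saturating agonist plus stimulus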
# p47phox inh – inhibitors of human p47phox binding | P14598 | p47phox/p22phox peptide binding, fluorescence polarization, 2 h | inhibition, % at 24.7 µM | 220,000 tested, 0.53% active | AID 1274;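 active = inhibition above about 30%, limit read from the data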;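 also: 0% = p47phox with labelled peptide and 100% = labelled peptide alone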
# Target sequence (P14598 whole entry, looked up): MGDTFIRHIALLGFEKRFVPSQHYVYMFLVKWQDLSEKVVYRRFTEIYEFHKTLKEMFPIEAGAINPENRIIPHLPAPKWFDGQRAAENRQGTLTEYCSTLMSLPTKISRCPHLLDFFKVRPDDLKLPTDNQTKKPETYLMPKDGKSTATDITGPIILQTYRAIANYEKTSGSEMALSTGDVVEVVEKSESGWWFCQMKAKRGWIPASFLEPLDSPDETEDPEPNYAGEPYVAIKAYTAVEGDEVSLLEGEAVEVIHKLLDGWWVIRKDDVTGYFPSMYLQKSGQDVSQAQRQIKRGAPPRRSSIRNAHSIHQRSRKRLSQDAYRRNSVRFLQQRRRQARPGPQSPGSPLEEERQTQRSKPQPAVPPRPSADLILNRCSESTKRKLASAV
# BaF3 tox – reduces parental Ba/F3 cell viability, JAK2V617F counter-screen; CellTiter-Glo ATP luminescence; inhibition, % at 5.6 µM; 220,000 tested, 1.1% active; AID 1486;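 active = inhibition above a per-campaign cutoff, the mean inhibition of all tested compounds plus 3 SD, cut at about 27% in these data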;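 also: 0% = DMSO wells and 100% = JAK Inhibitor I control wells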
# NPY-Y2 PAM-ag – potentiates or activates human NPY-Y2 receptor. P49146. cells expressing NPY-Y2, potentiator/agonist read-out. activation, % at 3.6 µM. 220,000 tested, 0.45% active; in the data active = activation above about 27%;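 also: cells stimulated with NPY near EC25 plus isoproterenol at EC100; 0% = vehicle plus submaximal agonist and 100% = vehicle plus saturating agonist; some results beyond the cut were filed as inactive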
# Target sequence (P49146 whole entry, looked up): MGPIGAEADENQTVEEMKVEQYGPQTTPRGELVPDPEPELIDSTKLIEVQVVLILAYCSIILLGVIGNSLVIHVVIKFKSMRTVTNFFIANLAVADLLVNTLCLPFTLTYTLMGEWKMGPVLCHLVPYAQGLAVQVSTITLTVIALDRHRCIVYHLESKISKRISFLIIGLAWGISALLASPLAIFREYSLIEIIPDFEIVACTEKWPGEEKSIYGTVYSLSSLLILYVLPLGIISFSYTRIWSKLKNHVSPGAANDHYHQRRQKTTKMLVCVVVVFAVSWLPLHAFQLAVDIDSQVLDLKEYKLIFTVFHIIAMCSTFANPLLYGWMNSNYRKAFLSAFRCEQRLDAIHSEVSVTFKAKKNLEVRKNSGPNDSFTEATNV
# Starred values were filed as active, the others as inactive; / = no result given.
SMILES,S1P4 agonist,Ba/F3 V617F tox,S1P4 antag,NPY-Y1 antag,CHOP inh,NPY-Y1 PAM-ag,p47phox inh,BaF3 tox,NPY-Y2 PAM-ag
CCNC(=S)N1CCc2cc(OC)c(OC)cc2C1COc1ccccc1OC (stereo not given),3.7,-4,-27,2,10,5,-1,4,0
O=C(CSc1ccsc1[N+](=O)[O-])N1CCN(c2ccccc2)CC1,-1.4,-4,-3,4,15,-15,0,3,-2
Brc1ccc(-c2csc(N3CCOCC3)n2)cc1,0.3,4,1,0,10,13,-16,6,7
COC(=O)c1ccc(C)c(NC(=O)c2ccc(Cn3cc([N+](=O)[O-])cn3)o2)c1,-1.0,3,-11,-1,19,-1,-1,5,8
CC(C)CCNC(=O)NC(=O)COC(=O)C1=COCCO1,-0.8,-5,-2,-2,13,-5,0,-1,16
Cc1ccnc(NC(=O)c2ccc(N3C(=O)CCC3=O)cc2)c1,-1.5,-6,2,1,-3,19,-13,-2,4
CC1CCCN(S(=O)(=O)Cc2ccc(Cl)cc2)C1 (stereo not given),0.4,0,2,1,21,-5,0,3,3
CSCC[C@H](NC(=O)C(C)Oc1ccc(Cl)cc1)c1nc2ccccc2[nH]1 (stereo not given in full),1.7,2,-15,0,33,15,-5,6,-6
COCc1c(C(=O)OCc2c(C)noc2C)oc2ccccc12,0.1,0,7,7,16,-1,/,2,-16
CCn1c(SCC(=O)N/N=C/C=C/c2ccco2)nnc1-c1ccc(OC)cc1,0.7,2,-13,1,33,-9,0,6,-8
Cc1ccc2c(c1)C(=O)C(=O)N2CCCOc1ccccc1C,1.8,-2,-5,5,62,2,-4,7,-3
COc1ccc2[nH]c(C)c(C(=O)CN3CCN(C/C=C/c4ccccc4)CC3)c2c1,-6.5,1,3,6,-6,-20,-12,2,-32
O=C(COC(=O)c1cccnc1Nc1ccccc1F)NCCN1C(=O)CSC1=O,-0.4,-3,-8,-6,-5,-9,-7,-1,-5
COc1ccccc1CNC(=O)C1CCN(S(C)(=O)=O)CC1,-1.0,-3,-14,2,23,10,-9,2,17
C=CCn1c(SCC(=O)NC(=O)NCC(C)C)nnc1C1CCCCC1,-0.7,-1,-3,7,51,3,-4,-2,20
O=C(C1CCCN(S(=O)(=O)Cc2ccccc2)C1)N1CCC(Cc2ccccc2)CC1 (stereo not given),-2.8,-2,12,-1,29,-32,-4,-2,-15
CCC(=O)N1N=C(c2ccc(NS(=O)(=O)CC)cc2)CC1c1ccc(C)cc1 (stereo not given),0.2,1,-10,-7,-4,31,-14,4,16
COc1ccc(CNc2nc(NCc3ccc(OC)cc3)n(S(C)(=O)=O)n2)cc1,1.1,-3,-5,-1,30,-20,9,4,-5
Cc1cnc(NC(=O)CCCSc2nc3ccccc3s2)s1,-0.2,2,8,-1,77*,-13,-25,6,-6
N#Cc1nc(-c2ccccc2)oc1NCc1ccco1,2.2,-3,12,0,18,10,-5,1,8
CC(=O)Nc1cccc(NC(=O)Nc2cccc(F)c2)c1,0.9,2,7,3,12,2,-3,6,9
CCOC(=O)CSc1nc2ccccc2c(=O)n1CC1COc2ccccc2O1 (stereo not given),1.4,3,7,-1,47,-2,-4,5,2
COc1cc(C(=O)OCCN2CCOCC2)ccc1O,2.5,1,-5,-2,3,6,1,4,3
O=C(CN1CCCN(Cc2ccc(F)cc2Cl)C1=O)NC1CCCCCC1,1.0,-1,-10,0,33,-4,-5,4,6
CCCCn1c(CN2CCN(c3cccc(Cl)c3)CC2)nc2c1c(=O)n(C)c(=O)n2C,1.1,-1,0,19,49,-13,-8,6,-13
COc1cc(C(=O)N2CC(C)OC(C)C2)c([N+](=O)[O-])cc1OC (stereo not given),-0.1,3,-21,0,2,6,-12,3,-2
Cc1noc(C)c1COC(=O)c1cc2c3ccccc3n(C)c2s1,-4.1,-4,9,11,-23,-43,-42,5,-12
COc1nc(OC)nc(N(C)CCO)n1,0.1,3,-36,7,-9,-22,-4,1,-16
OCCN1CCN(C(=S)Nc2cccc(C(F)(F)F)c2)CC1,-0.3,-4,-7,/,-7,15,-12,-7,4
COc1ccc(-c2oc(NC(=O)CCl)c(C#N)c2-c2ccc(OC)cc2)cc1,0.6,1,5,-5,-254,14,-19,7,7

# Sorted by SMILES length (rising): part of the list above
SMILES,S1P4 agonist,Ba/F3 V617F tox,S1P4 antag,NPY-Y1 antag,CHOP inh,NPY-Y1 PAM-ag,p47phox inh,BaF3 tox,NPY-Y2 PAM-ag
COc1nc(OC)nc(N(C)CCO)n1,0.1,3,-36,7,-9,-22,-4,1,-16
COc1cc(C(=O)OCCN2CCOCC2)ccc1O,2.5,1,-5,-2,3,6,1,4,3
N#Cc1nc(-c2ccccc2)oc1NCc1ccco1,2.2,-3,12,0,18,10,-5,1,8
Cc1cnc(NC(=O)CCCSc2nc3ccccc3s2)s1,-0.2,2,8,-1,77*,-13,-25,6,-6
CC(=O)Nc1cccc(NC(=O)Nc2cccc(F)c2)c1,0.9,2,7,3,12,2,-3,6,9
COc1ccccc1CNC(=O)C1CCN(S(C)(=O)=O)CC1,-1.0,-3,-14,2,23,10,-9,2,17
Cc1noc(C)c1COC(=O)c1cc2c3ccccc3n(C)c2s1,-4.1,-4,9,11,-23,-43,-42,5,-12
C=CCn1c(SCC(=O)NC(=O)NCC(C)C)nnc1C1CCCCC1,-0.7,-1,-3,7,51,3,-4,-2,20
O=C(CN1CCCN(Cc2ccc(F)cc2Cl)C1=O)NC1CCCCCC1,1.0,-1,-10,0,33,-4,-5,4,6
CCOC(=O)CSc1nc2ccccc2c(=O)n1CC1COc2ccccc2O1 (stereo not given),1.4,3,7,-1,47,-2,-4,5,2
O=C(COC(=O)c1cccnc1Nc1ccccc1F)NCCN1C(=O)CSC1=O,-0.4,-3,-8,-6,-5,-9,-7,-1,-5
COc1ccc(-c2oc(NC(=O)CCl)c(C#N)c2-c2ccc(OC)cc2)cc1,0.6,1,5,-5,-254,14,-19,7,7
CCC(=O)N1N=C(c2ccc(NS(=O)(=O)CC)cc2)CC1c1ccc(C)cc1 (stereo not given),0.2,1,-10,-7,-4,31,-14,4,16
O=C(C1CCCN(S(=O)(=O)Cc2ccccc2)C1)N1CCC(Cc2ccccc2)CC1 (stereo not given),-2.8,-2,12,-1,29,-32,-4,-2,-15
COc1ccc2[nH]c(C)c(C(=O)CN3CCN(C/C=C/c4ccccc4)CC3)c2c1,-6.5,1,3,6,-6,-20,-12,2,-32
CCCCn1c(CN2CCN(c3cccc(Cl)c3)CC2)nc2c1c(=O)n(C)c(=O)n2C,1.1,-1,0,19,49,-13,-8,6,-13

# (next part)
SMILES,S1P4 agonist,Ba/F3 V617F tox,S1P4 antag,NPY-Y1 antag,CHOP inh,NPY-Y1 PAM-ag,p47phox inh,BaF3 tox,NPY-Y2 PAM-ag
Cc1cccc(NC(=O)C(c2ccccc2Cl)N2CCOCC2)c1 (stereo not given),-1.1,-3,1,6,-13,5,0,-4,-14
O=C(Nc1nc2ccccc2s1)c1ccc2c(c1)S(=O)(=O)c1ccccc1C2=O,1.2,4,5,0,-9,22,/,1,-4
O=C1C2CCCN2c2ccc(S(=O)(=O)N3CCOCC3)cc2N1Cc1cccc(C(F)(F)F)c1 (stereo not given),-3.2,-2,-2,-6,16,-5,-106,2,-3
Cc1cc(N2CCN(c3ccccc3)CC2)n2c(n1)nc1ccccc12,0.9,6,-8,12,-1,-40,-29,11,-28
CCc1ccc(Nc2nnc(SCC(=O)Nc3sccc3C(N)=O)s2)cc1,0.3,-1,-16,-2,42,-5,-19,7,8
O=C(Cc1c2ccccc2nc2ccccc12)c1ccccc1,2.2,0,2,9,16,-19,1,4,-8
OCc1ccc(O)c2ncccc12,0.4,67*,-5,-10,13,11,-4,32*,16
C(=N\n1c2ccccc2c2ccccc21)/c1ccccc1,0.4,0,-3,-2,34,-9,-17,8,11
NC(=O)C(c1ccccc1)C1CCCC1 (stereo not given),0.6,-1,0,-3,2,-17,-14,2,-14
CCC(=O)N1N=C(c2ccc(NS(C)(=O)=O)cc2)CC1c1ccc(N(C)C)cc1 (stereo not given),0.3,2,-2,-8,-21,18,-6,6,13
Cc1ccccc1-c1nc(CN2CCC(C(=O)NCC3CCCO3)CC2)c(C)o1 (stereo not given),-0.5,-3,6,6,-5,-10,-4,0,-2
Cc1nc2ccccc2n1CC(O)COc1ccc(Br)cc1 (stereo not given),0.9,0,-5,-3,12,-9,0,2,1
COc1ccc(CCNC(=O)CSc2ccc(-c3cccs3)nn2)cc1,3.3,2,1,12,4,-14,-8,9,-7
Cc1cc(=O)[nH]c(NN)n1,0.9,-3,-5,/,3,22,-4,0,-14
O=C(COC(=O)Cc1cccc(C(F)(F)F)c1)NC1CC1,1.0,-4,-22,-1,31,2,-1,-3,1
COc1cc(NC(=S)NCCN2CCOCC2)cc(OC)c1OC,1.2,-3,7,10,20,5,5,-2,-13
C/C(=N\NC(=S)NC(C)C)c1ccc(Cl)c([N+](=O)[O-])c1,-0.5,-4,1,/,18,6,-4,2,19
CCOC(=O)NC(NC(=S)Nc1ccccc1[N+](=O)[O-])C(Cl)(Cl)Cl (stereo not given),-2.9,-1,-4,6,28,15,17,6,11
CCCCNC(=O)COC(=O)c1cc(S(=O)(=O)N2CCCCCC2)ccc1OC,1.7,4,-10,-2,7,-23,2,11,-17
CCOn1c(=O)c(=O)n(O)c2ccccc21,0.5,2,-10,4,17,-23,-2,5,6
CC(C)C(NS(=O)(=O)c1cccc(C(F)(F)F)c1)C(=O)O (stereo not given),0.6,0,-5,/,-6,-12,-16,-4,-16
CCCCCCCCCc1nc(N)n[nH]1,-0.1,2,-13,10,36,-50,-13,4,2
CCOc1c(N2CCOCC2)c(=O)c1=O,1.6,-6,11,/,-12,19,-4,1,3
O=C(CN1CCC(n2nnc3cc(C(F)(F)F)ccc32)CC1)NCc1cccs1,-0.6,6,-7,-7,61,2,1,15,1
CCN(CC)CCN1C(=O)C(=O)/C(=C(/O)c2ccncc2)C1c1ccccc1 (stereo not given),3.1,1,-23,-3,-5,5,3,3,-6
CCOc1ccc(-n2cccc2C=O)cc1,-0.7,1,0,3,-2,-5,-12,8,-7
Cn1nc(OC(=O)Nc2cccc(Cl)c2)cc1C(F)(F)F,2.0,1,-3,1,49,-11,-12,5,-5
CCOC(=O)c1cnc2nc[nH]n2c1=O,-0.6,-2,8,5,-30,-15,8,1,8
CCc1noc(C)c1C(=O)N1CCCC1,-1.9,-2,-8,-2,19,13,-5,0,-7
COCCn1c(NCc2ccc(C)cc2)nc2c1c(=O)[nH]c(=O)n2C,0.2,-2,-19,3,-11,7,-9,3,2
Cc1cc(=O)c2ccccc2[nH]1,1.7,2,-9,-6,-17,11,13,4,0
COc1ccc(-c2nc(CSCC(=O)N3CCc4ccccc43)c(C)o2)cc1OC,0.3,-2,-9,1,28,15,-9,0,2
Cc1c(NC(=O)c2ccc(N(C)S(=O)(=O)c3ccccc3)cc2)c(=O)n(-c2ccccc2)n1C,-1.1,1,6,1,32,-26,3,8,-5
Cn1c(C(=O)N2CCCC(C(=O)NCCCSC3CCCCC3)C2)cc2sccc21 (stereo not given),0.5,3,4,8,74*,-11,-1,5,-8
